Screening results from PubChem.
ABCB6 inh 2 – human ABCB6 transporter inhibition | fluorescence ratio to DMSO, % at 10 µM | Q9NP58 | 360,000 compounds, 0.19% hits | AID 602162 | K562-ABCB6 porphyrin accumulation, flow cytometry, 1 h; stronger effect = lower value;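 active means fluorescence ratio to DMSO below 75%, the collection mean minus 3 SD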;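 further: signal is porphyrin accumulated inside mitochondria; 100% equals median channel fluorescence of DMSO control wells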
Target sequence (Q9NP58 whole entry, looked up): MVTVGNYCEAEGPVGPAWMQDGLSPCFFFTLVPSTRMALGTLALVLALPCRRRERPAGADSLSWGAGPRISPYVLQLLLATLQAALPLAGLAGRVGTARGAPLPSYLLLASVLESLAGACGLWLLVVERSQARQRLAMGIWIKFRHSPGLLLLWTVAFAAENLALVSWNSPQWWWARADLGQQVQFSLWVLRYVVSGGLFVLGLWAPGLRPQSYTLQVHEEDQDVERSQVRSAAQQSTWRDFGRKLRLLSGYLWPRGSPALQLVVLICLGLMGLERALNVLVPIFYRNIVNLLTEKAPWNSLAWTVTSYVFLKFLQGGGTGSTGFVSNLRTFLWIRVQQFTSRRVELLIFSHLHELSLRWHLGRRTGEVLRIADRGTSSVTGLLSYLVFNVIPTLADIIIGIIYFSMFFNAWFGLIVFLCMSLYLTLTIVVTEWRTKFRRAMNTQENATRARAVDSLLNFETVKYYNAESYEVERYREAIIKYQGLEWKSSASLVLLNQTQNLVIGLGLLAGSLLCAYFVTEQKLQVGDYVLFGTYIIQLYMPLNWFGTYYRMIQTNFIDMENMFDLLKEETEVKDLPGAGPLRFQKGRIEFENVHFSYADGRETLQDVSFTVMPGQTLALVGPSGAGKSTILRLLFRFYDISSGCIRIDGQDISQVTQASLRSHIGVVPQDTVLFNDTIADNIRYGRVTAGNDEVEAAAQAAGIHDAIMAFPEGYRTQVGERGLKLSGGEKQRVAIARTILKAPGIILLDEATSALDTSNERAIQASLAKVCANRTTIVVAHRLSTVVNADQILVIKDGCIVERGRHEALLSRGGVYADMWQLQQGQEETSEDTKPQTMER
CaV13 FRET inh – Disruptors of the CACNA1D IQ motif to Ca2+-dependent inactivation inhibitor domain association, primary screening, Förster resonance energy transfer in intact living …. HEK cells, CFP/YFP FRET ICDI-IQ, plate reader, 10 min; percent FRET-ratio fall versus neutral wells. 340,000 compounds, 0.098% hits. inhibition, % at 12.3 µM;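 active means mean replicate inhibition of at least 30% and at least 1% of replicates passing that level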;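 further: 0% = median of the neutral control wells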
PDI inh – inhibitors of human protein disulfide isomerase | 350,000 compounds, 0.052% hits | inhibition, % at 10 µM | PDI insulin aggregation turbidity, A650, 90 min | P07237;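 active means mean inhibition across replicates of 30% or more, whatever share of single replicates reach that level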;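 further: absorbance from insulin aggregation driven by PDI reduction with DTT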
MC4R antagonist – blocks human MC4R cAMP signaling. MC4R-expressing cells, MTII-stimulated cAMP, LANCE TR-FRET. P32245. AID 540295. 360,000 compounds, 0.48% hits. inhibition, % at 6.5 µM;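 active means inhibition above its plate's cutoff, the mean of tested wells on that plate plus 3 SD, cut at about 29% in these data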;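 further: 0% = Melanotan II alone and 100% = Melanotan II plus saturating MCL0020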
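System: U2OS cells stably expressing human melanocortin 4 receptor (MC4R). Reagent: Melanotan II challenge after compound preincubation. Doses: 6.5 µM. Times: 30-min compound, 1-h challenge, 1-h detection, room temperature. Measured by: TR-FRET with Eu-cAMP and labeled anti-cAMP, 671 nm. Replicates: singlicate.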
Exocytosis inh – lytic granule exocytosis inhibition. 360,000 compounds, 0.66% hits. inhibition, % at 10 µM. TALL-104 LAMP-1 surface exposure, flow cytometry; cells stimulated with thapsigargin and PMA;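 active means inhibition above about 55%, limit read from the data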
Cardio protect – modulators protecting cardiomyocytes from myocardial damage; AID 588492; 360,000 compounds, 0.63% hits; protection from H2O2 cell death, % at 20 µM; H9c2 cardiomyocytes, H2O2 injury protection, ATPLite, 2 h;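 active means compounds giving at least 50% protection of heart cells from peroxide-induced death in the single-dose screen, raw or plate-pattern-corrected value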;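 further: 0% = DMSO wells with peroxide and 100% = DMSO wells without peroxide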
Glyco luc inh – blocks N-linked glycosylation in D54 reporter cells. D54 ERlucT glycosylation luciferase reporter, 24 h; percent of 100 nM tunicamycin response. reporter increase, % at 12.5 µM. 360,000 compounds, 0.23% hits. AID 588692;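 active means mean luciferase reporter signal, scaled so untreated is 0 and the glycosylation-blocking control 100, at or above a set limit in every replicate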;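 further: luciferase carries N-glycosylation sites so blocking glycosylation raises the light; 0% = median of neutral control wells and 100% = median of 100 nM tunicamycin wells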
ABHD5-PLIN5 inh – inhibitors of human ABHD5-perilipin-5 interaction. Q00G26+Q8WTS1. Split G. princeps luciferase complementation, luminescence, 4 h. inhibition, % at 4 µM. 360,000 compounds, 0.78% hits;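 active means inhibition above the mean inhibition across every tested compound plus 3 SD, cut at about 22% in these data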;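 further: 0% = DMSO only wells and the 100% control is not disclosed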
MC4R barr agon – agonists of human melanocortin 4 receptor (MC4R) beta-arrestin | P32245 | U2OS MC4R beta-arrestin complementation, luminescence; percent of melanotan II response, DMSO zero | activation, % at 8.9 µM | 360,000 compounds, 0.98% hits;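 active means activation above a per-plate cutoff, the mean activation of sample wells on that plate plus 3 SD, cut at about 8% in these data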
m5-HT2A agonist – agonists of mouse serotonin 5-HT2A receptor (HTR2A). P35363. CHO-K1 mHTR2A beta-arrestin complementation, luminescence; percent of 30 µM serotonin response. activation, % at 7.6 µM. 360,000 compounds, 0.66% hits;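 active means activation above a run cutoff, the mean activation of all tested compounds plus 3 SD, cut at about 14% in these data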;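 further: 0% = plate median of compound wells and 100% = 30 µM serotonin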
Active calls of the source: *; / = not tested or not shown.

1. Cc1cc(NC(=O)CCC(=O)N(CC(=O)NC2CCCC2)Cc2cccs2)no1
2. COc1ccc(N=Cc2nc(-c3ccccc3)oc2OC(C)=O)cc1
3. COC(=O)c1cccc(NC(=O)Cc2ccccc2[N+](=O)[O-])c1C
4. CC(=O)NNC(=O)N1Cc2ccccc2Oc2ccc(Cl)cc21
5. CCCn1c(SCC(=O)N(C2CCCCC2)C2CCS(=O)(=O)C2)n[nH]c1=O (centres undefined)
6. COc1ccc(N2CCN(CCCNC(=O)CN3C(=O)COc4ccccc43)CC2)cc1
7. CCOc1ccccc1NC(=O)c1cc(-c2ccncc2)nc2c(Cl)cccc12
8. CSCCC(NS(=O)(=O)c1cc(C(=O)O)ccc1Cl)C(=O)O (centres undefined)

Compound	1	2	3	4	5	6	7	8
ABCB6 inh 2	98	103	95	97	95	100	97	94
CaV13 FRET inh	-4	-5	-5	-6	-6	-7	-13	4
PDI inh	7	0	16	7	-4	-1	2	7
MC4R antagonist	15	23	11	7	1	13	2	0
Exocytosis inh	-4	39	-4	0	5	-8	2	2
Cardio protect	-3	0	2	-2	2	1	23	1
Glyco luc inh	1	1	1	0	3	-4	1	6
ABHD5-PLIN5 inh	-2	-5	1	1	-17	4	2	3
MC4R barr agon	1.8	2.4	-1.5	0.2	-1.4	0.9	4.1	-2.8
m5-HT2A agonist	7	0	1	-1	-6	-1	4	3

9. O=C(COC(=O)c1cccc(OC(F)F)c1)Nc1cccc(S(=O)(=O)N2CCCC2)c1
10. O=C(NS(=O)(=O)N1CCCC1)C1=C(N2CCCC2)COC1=O
11. O=C(/C=C/c1ccccc1)NCCS(=O)(=O)N1CCN(c2ccccc2F)CC1
12. CCCCCC(=O)NC(=S)Nc1cccc(-c2nc3ncccc3o2)c1
13. Cc1ccc(CN2[C@@H](Cc3ccccc3)C(=O)CS2(=O)=O)cc1
14. CCCCc1nnc(NC(=O)CC(=O)Nc2ccccc2C(=O)O)s1
15. CCCS(=O)(=O)c1c(S(=O)(=O)CCC)c2c(N)cccn2c1C(=O)c1ccc(OC)cc1
16. CCOC(=O)C(=CN(CCc1ccccc1)CC(=O)OC)C(=O)OCC

Compound	9	10	11	12	13	14	15	16
ABCB6 inh 2	100	98	98	90	91	92	369	94
CaV13 FRET inh	-3	-5	-17	-5	-10	-4	-27	-11
PDI inh	-2	1	-5	-12	6	-2	1	4
MC4R antagonist	11	8	-1	19	-3	7	3	13
Exocytosis inh	-3	-2	-1	-6	-4	-2	2	-3
Cardio protect	-13	6	-9	-12	2	9	9	-4
Glyco luc inh	-2	2	-1	1	1	-2	-2	0
ABHD5-PLIN5 inh	-3	5	-11	4	-8	2	10	1
MC4R barr agon	-2.1	-1.0	1.9	-2.3	-2.3	2.5	0.9	-2.1
m5-HT2A agonist	-8	3	-8	3	-3	3	7	0

An excerpt from above with just m5-HT2A agonist.
nr | SMILES | m5-HT2A agonist
9 | O=C(COC(=O)c1cccc(OC(F)F)c1)Nc1cccc(S(=O)(=O)N2CCCC2)c1 | -8
10 | O=C(NS(=O)(=O)N1CCCC1)C1=C(N2CCCC2)COC1=O | 3

Profiles, quoted from the list. Order of values: ABCB6 inh 2, CaV13 FRET inh, PDI inh, MC4R antagonist, Exocytosis inh, Cardio protect, Glyco luc inh, ABHD5-PLIN5 inh, MC4R barr agon, m5-HT2A agonist
CCCCc1nnc(NC(=O)CC(=O)Nc2ccccc2C(=O)O)s1 across the screens: 92, -4, -2, 7, -2, 9, -2, 2, 2.5, 3
O=C(NS(=O)(=O)N1CCCC1)C1=C(N2CCCC2)COC1=O across the screens: 98, -5, 1, 8, -2, 6, 2, 5, -1.0, 3
Cc1ccc(CN2[C@@H](Cc3ccccc3)C(=O)CS2(=O)=O)cc1 across the screens: 91, -10, 6, -3, -4, 2, 1, -8, -2.3, -3

Next structures
17. CCc1ccc(C2CC(c3ccc(C)cc3)n3nc(N)nc3N2)cc1 (centres undefined)
18. CCOC(=O)Cc1csc(SCC(=O)N2CCN(c3ccc(OC)cc3)CC2)n1
19. COc1ccc(C2=NN(C(=O)c3ccccc3)C(c3ccc(OC)c(OC)c3)C2)c(O)c1 (centres undefined)
20. CN(C)c1ccc(C2OC(=O)C(C)(C)C(=O)C2(C)C)cc1 (centres undefined)
21. CN(C)CCNC(=O)c1ccc(Cl)s1
22. CC(=O)c1ccc(OCCOc2ccc([N+](=O)[O-])cc2)cc1
23. CS(=O)(=O)CC(=O)Nc1ccc2nc3n(c(=O)c2c1)CCCCC3
24. CC(=O)NC(Cc1cccc(F)c1)C(=O)NC1CCN(c2nnnn2-c2ccccc2)CC1 (centres undefined)

Compound	17	18	19	20	21	22	23	24
ABCB6 inh 2	97	100	97	92	100	94	99	103
CaV13 FRET inh	-12	-4	-5	/	-6	-2	20	-7
PDI inh	/	3	3	10	8	-1	0	12
MC4R antagonist	2	0	11	-4	2	0	16	6
Exocytosis inh	-3	21	-12	1	2	5	-1	0
Cardio protect	-15	3	7	-3	7	5	0	4
Glyco luc inh	0	0	-2	1	0	2	6	-1
ABHD5-PLIN5 inh	2	-11	3	4	-1	1	-3	-3
MC4R barr agon	3.7	-3.0	-0.5	-0.4	-0.4	-1.2	2.2	-0.9
m5-HT2A agonist	4	-3	-1	1	-7	6	2	4

25. COC(=O)c1ccc(COC(=O)c2cccnc2Cl)cc1
26. O=C(CCCNC(=O)c1ccc(Cl)cc1)Nc1ccc(F)c(S(=O)(=O)N2CCOCC2)c1
27. O=C(CCC(=O)N1CCOc2ccccc21)NCc1cccnc1
28. COc1ccc(C(=O)CCC(=O)Nc2cc(Cl)c(O)c(Cl)c2)cc1
29. COc1ccccc1CCNC(=O)Cn1ccc2cc(S(=O)(=O)N3CCC(C)CC3)ccc21
30. CC(Oc1ccc(Cl)cc1)C(=O)Nc1ccccc1N1CCOCC1 (centres undefined)
31. CCCc1cnc(N2CCN(C(=O)c3ccccc3)CC2)nc1
32. N=C1/C(=C/c2cccn2Cc2ccc(Cl)cc2)C(=O)N=C2SC=CN12

Compound	25	26	27	28	29	30	31	32
ABCB6 inh 2	95	95	95	95	98	97	102	95
CaV13 FRET inh	-3	-3	29	-14	-7	-3	-5	-28
PDI inh	2	0	/	-4	6	-1	3	-8
MC4R antagonist	-2	20	7	9	7	13	9	-10
Exocytosis inh	-7	0	-3	5	60*	-4	-15	-3
Cardio protect	-12	0	5	-1	-2	-7	-8	8
Glyco luc inh	-2	-1	1	0	-4	-8	0	0
ABHD5-PLIN5 inh	11	-5	2	-3	3	-6	2	-4
MC4R barr agon	-0.9	-1.1	1.3	-1.3	-1.3	2.7	-1.4	9.4*
m5-HT2A agonist	-2	-6	1	2	-5	-2	-1	-1

Part of the list above, as tab-separated lines:
no.	smiles	ABCB6 inh 2	CaV13 FRET inh	PDI inh	MC4R antagonist	Exocytosis inh	Cardio protect	Glyco luc inh	ABHD5-PLIN5 inh	MC4R barr agon	m5-HT2A agonist
22	CC(=O)c1ccc(OCCOc2ccc([N+](=O)[O-])cc2)cc1	94	-2	-1	0	5	5	2	1	-1.2	6
23	CS(=O)(=O)CC(=O)Nc1ccc2nc3n(c(=O)c2c1)CCCCC3	99	20	0	16	-1	0	6	-3	2.2	2

Continuation:
33. CCN(CC)S(=O)(=O)c1ccc(N2CC(C(=O)NCCc3c[nH]c4ccccc34)CC2=O)cc1 (centres undefined)
34. Nc1cc(=O)[nH]c(SCC(=O)Nc2ccc(S(=O)(=O)N3CCCC3)cc2)n1
35. CCNC(=O)C1(C)CCN(C(=O)c2ccccc2OC(F)(F)F)C1 (centres undefined)
36. CN(C)C=Nc1ccc([N+](=O)[O-])c2ccccc12
37. O=C(C[n+]1cccc(C(=O)N/N=C/c2ccc(Br)cc2)c1)c1ccccc1
38. Cc1ccc(OCCn2cc(C#N)c3ccccc32)cc1
39. O=C(CP(=O)(CO)CO)c1ccc(Cl)cc1
40. Cc1ccccc1OCC(=O)Nc1ccc(S(=O)(=O)N2CCOCC2)cc1

Compound	33	34	35	36	37	38	39	40
ABCB6 inh 2	101	100	96	101	108	96	101	89
CaV13 FRET inh	-5	-7	-9	-17	-6	/	/	-2
PDI inh	8	-12	-2	-11	8	-6	-1	-11
MC4R antagonist	2	0	8	0	-1	2	5	13
Exocytosis inh	-7	4	0	10	-4	68*	5	-9
Cardio protect	-4	0	-6	-9	-3	-19	-6	-3
Glyco luc inh	-1	1	1	-1	-1	0	0	0
ABHD5-PLIN5 inh	0	0	-2	2	-7	1	1	0
MC4R barr agon	-1.7	-1.6	-0.4	-1.8	-0.9	-1.0	0.7	1.0
m5-HT2A agonist	-6	-1	-3	4	-5	-4	2	-4

41. COc1ccccc1NC(=O)CC(=O)c1ccccc1
42. CCOC(=O)C1=C(C)Nc2ncnn2C1/C=C/c1ccccc1 (centres undefined)
43. COc1ccccc1/C=N/NC(=O)c1nnn(-c2nonc2N)c1-c1cccs1
44. Cc1oc(C)c(C(N)=O)c1C(N)=O

Compound	41	42	43	44
ABCB6 inh 2	93	99	96	97
CaV13 FRET inh	-2	-7	/	1
PDI inh	-4	-2	3	21
MC4R antagonist	2	10	10	2
Exocytosis inh	2	0	3	0
Cardio protect	2	-5	-3	5
Glyco luc inh	-1	11	1	0
ABHD5-PLIN5 inh	6	-4	-5	9
MC4R barr agon	-1.2	0.0	-1.4	1.5
m5-HT2A agonist	7	-1	4	5
